FN deposit inh = fibronectin deposition inhibition. hit rate 0.086% among 350,000. AH1F fibroblasts, Alexa488-fibronectin deposition fluorescence, overnight. inhibition, % at 12.6 µM;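 active = mean inhibition across replicates of 30% or more, regardless of how many single replicates reach that level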;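 also: positive control wells lacked labelled fibronectin entirely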
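Material – AH1F fibroblast monolayer, labelled fibronectin deposition · Reagent – labelled fibronectin 24 nM · Timing – 1 h adhesion, overnight exposure · Measured by – fluorescence at 485 nm excitation, 525 nm emission · Read-out – inhibition of fibronectin deposition signal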
GSIS activator = GLuc luminescence reporter in INS-1E cells, primary screen for activators of glucose-dependent secretion of insulin; INS-1E GLuc reporter insulin secretion, 2-3 h; activation, % at 16.6 µM; hit rate 0.61% among 370,000;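 active = lowest replicate activation of at least 40%, so every replicate reaches that level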;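 also: 0% = median of neutral control wells and 100% = median of IBMX positive control wells; some compounds called inactive have numbers as strong as hits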
CFTR F508del cor = correctors of CFTR F508del function in bronchial epithelial cells | CFBE cells, YFP halide quenching; stimulated with forskolin plus potentiator P3; % fluorescence drop versus neutral controls | hit rate 0.36% among 350,000 | activity (quench increase), % at 7.58 µM | AID 720511;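 active = mean added fluorescence quench of at least 8% versus neutral control, with both replicates also reaching 8%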;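 also: cells transiently co-express mutant CFTR-F508del with the halide-sensitive YFP; corrector assay measuring rescue of mutant channel to the surface after 24 h compound exposure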
An asterisk follows results filed as active. The list is partial (hit frequency here may not be typical).

Screens in order: FN deposit inh, GSIS activator, CFTR F508del cor
> COc1nc(-c2ccccc2)cc(-c2ccc3c(c2)OCO3)c1C#N
 : -13, -5, 17*
> O=C(COC(=O)c1ccccc1O)NCCCc1ccccc1
 : 0, 8, -0.2
> O=c1[nH]nc(-c2ccc(F)cc2)cc1Cc1ccccc1
 : 2, 43, 0.8
> CC(C)CN1C(=O)CSCC1(C)C(=O)NCc1ccccc1 (centres undefined)
 : -2, 7, -0.5
> Fc1ccc(C2c3[nH]c4ccccc4c3CCN2Cc2ccoc2)cc1 (centres undefined)
 : 1, -1, -1.6
> CCOC(=O)c1ccc(N2C=C(C(=O)OC)C(c3cccc(O)c3)C(C(=O)OC)=C2)cc1
 : -1, 13, -1.0
> C=CCn1nc(C(=O)Nc2ccc(OC)cc2)cc1-c1sc(NC(=O)c2ccccc2)nc1C
 : 4, -50, 1.4
> C/C(=N\NC(=O)C(O)c1ccccc1)c1ccc(C)s1 (centres undefined)
 : -3, -15, -1.6
> COC(=O)c1c(C(C)=O)c(C)n(C)c1C
 : -3, 5, 2.2
> CCCCNS(=O)(=O)c1ccc(NC(=O)Cc2ccccc2[N+](=O)[O-])cc1
 : 3, -2, 0.4
> O=C(C1CCCC1)N1[C@@H](CO)[C@@H](c2ccccc2)C12CN(Cc1cccc(Cl)c1)C2
 : 0, -23, -3.1
> C/C(=N\NC(=O)c1ccc(CN(C)S(=O)(=O)c2ccc(C)cc2)cc1)c1ccc(OC(F)F)cc1
 : 1, 5, 2.7
> COc1ccc(NC(=O)c2ccc(S(=O)(=O)C(F)F)cc2)c(OC)c1
 : -5, 2, 0.4
> CCOC(=O)C1(Cc2cccc(OC)c2)CCN(Cc2csc(C(C)=O)c2)CC1
 : -4, -32, -0.7
> O=C1NC[C@@H](CCCCN2C[C@H](Cc3ccc(O)cc3)N(Cc3ccccc3)C(=O)C2=O)N(CCc2ccc(O)cc2)C1=O
 : -13, 4, 0.7
> O=C(Cc1ccccn1)N1CC(=O)N2[C@@H](CO)[C@H](c3ccc(C#CC4CCCC4)cc3)[C@@H]2C1
 : -2, 2, 0.7
> CCCCNC(=O)CCCCCNS(=O)(=O)c1ccc(Br)cc1
 : 2, -15, -2.2
> CC(=O)NC1C(=O)N=C(SCC(=O)Nc2ccc(C(F)(F)F)cc2Cl)NC1=O (centres undefined)
 : 5, -2, 1.0
> COc1ccc(/C=C/C(=O)NC(=S)Nc2cc3oc4ccccc4c3cc2OC)cc1
 : 1, 7, 1.0
> Cc1ccc(SCc2cc(=O)n(C)[nH]2)cc1
 : -3, -9, -0.4
> COc1ccc(OCc2nnc(SCC(=O)N3CCOCC3)o2)cc1
 : -13, -2, 0.7
> CC(C)C[C@@H](CN1CCC[C@H]1CN1C(=O)C(=O)NC[C@@H]1Cc1ccc(O)cc1)N1C[C@H](Cc2ccccc2)N(CC2CCCCCC2)C(=O)C1=O
 : -10, 1, -1.0
> CN(C)C(=S)N=Nc1[nH]c2ccccc2c1O
 : 1, -27, -2.7
> O=C(O)CCNc1ccc(Cl)cc1
 : -5, 7, 1.5
> CC(=O)c1cccc(NC(=S)NC(=O)c2ccc(Cl)cc2)c1
 : 0, 14, 3.0
> O=c1c2c(-c3ccc(Cl)cc3)csc2ncn1/N=C/c1cccc([N+](=O)[O-])c1O
 : 3, -11, 1.2
> CCC(=O)N1[C@H](CN(C)C(C)=O)[C@H](c2ccc(C3=CCCCC3)cc2)[C@@H]1CO
 : -13, -10, -1.1
> CC(=O)c1ccc(-n2c(-c3cc(-c4ccsc4)n[nH]3)n[nH]c2=S)cc1
 : 17, 44, 4.5
> Cc1ccc(NC(=O)[C@@H](NC(=O)c2cccc(S(=O)(=O)N3CCOCC3)c2)C(C)C)cc1C
 : 5, 11, 0.6
> CCN1CCN(S(=O)(=O)c2ccc(Cl)c(C(=O)N(C)CCOc3ccc(Cl)cc3)c2)CC1
 : -4, -10, 6.2
> CC1CN(C(=O)c2ccc(-c3cccc(C(F)(F)F)c3)o2)CC(C)O1 (centres undefined)
 : 3, -40, 1.2
> CC(=O)Nc1cccc(NC(=O)Nc2ccc(F)cc2F)c1
 : 5, -15, -2.3
> c1coc(-c2cc(C3CCNCC3)[nH]n2)c1
 : -4, -2, 0.1
> COCCCn1cnn2c(=O)c3ccccc3nc2c1=O
 : 12, 6, -1.4
> CCCCSc1nc2c([nH]1)c(=O)n(C)c(=S)n2C
 : 3, -2, -0.9
> NS(=O)(=O)c1ccc(CNC(=S)Nc2ccc(F)c(Cl)c2)cc1
 : -1, -15, 4.2
> O=Cc1ccc(OCC(=O)Nc2ccccc2-c2ccccc2)cc1
 : -2, -12, -3.8
> CNc1c(C(=O)O)ccc2c1C(=O)c1ccccc1C2=O
 : 4, -14, -3.1
> C/C(=N/NC(=O)c1ccc(Br)o1)c1ccc(C)o1
 : 6, 6, -1.6
> COC(=O)[C@@]1(Cc2ccc(F)cc2)[C@H]2c3cc(C(=O)N(C)C)n(Cc4nc5ccccc5[nH]4)c3C[C@H]2CN1C(=O)c1ccccc1
 : 6, -34, 1.7

In a second layout: entries from further up
Molecule	FN deposit inh	GSIS activator	CFTR F508del cor
COc1ccc(OCc2nnc(SCC(=O)N3CCOCC3)o2)cc1	-13	-2	0.7
NS(=O)(=O)c1ccc(CNC(=S)Nc2ccc(F)c(Cl)c2)cc1	-1	-15	4.2
CC(=O)c1cccc(NC(=S)NC(=O)c2ccc(Cl)cc2)c1	0	14	3.0
O=Cc1ccc(OCC(=O)Nc2ccccc2-c2ccccc2)cc1	-2	-12	-3.8
CNc1c(C(=O)O)ccc2c1C(=O)c1ccccc1C2=O	4	-14	-3.1
O=c1c2c(-c3ccc(Cl)cc3)csc2ncn1/N=C/c1cccc([N+](=O)[O-])c1O	3	-11	1.2

Next results follow:
Screens in order: FN deposit inh, GSIS activator, CFTR F508del cor
> CCOc1ccc(C(=O)COC(=O)c2c(-c3ccccc3)noc2C)cc1
 : 2, 11, 3.6
> COc1cc2c(cc1OC)C(C)N(C(=O)c1cccs1)CC2 (centres undefined)
 : -10, 1, 1.2
> COc1cc(OC)cc(C(=O)NNC(=O)c2cc(=O)[nH]c3ccccc23)c1
 : 3, -3, 0.2
> CC(C)CC(=O)Nc1ccc(-c2cn3cccnc3n2)cc1
 : 2, 5, 0.5
> NNC(=O)c1csc(-c2ccc(C(F)(F)F)cc2Cl)n1
 : 2, -5, -7.3
> COCCNC(=O)COc1ccc(C)cc1C(=O)c1cc(C#N)c(=O)n(C2CC2)c1
 : 2, 13, -0.4
> COCCN1C(=O)[C@H]2C[C@@]13O[C@H](c1ccccn1)N=C3CC1c3ccccc3C[C@@]12C (some centres undefined)
 : -3, 12, 0.0
> O=C1c2ccccc2C(c2nnnn2-c2ccc3c(c2)OCCO3)N1Cc1ccccc1 (centres undefined)
 : -9, 10, -0.7
> O=C(Nc1ccc(N2CCN(c3ncccc3C(F)(F)F)CC2)nc1)c1cccs1
 : -5, -12, -3.4
> O=Cc1ccc(-c2ccc(Cl)cc2Cl)[nH]1
 : 2, 12, 4.2
> CCN(CC)S(=O)(=O)c1cc(NC(=O)[C@@H](NC(N)=O)C(C)C)ccc1C
 : 0, 7, -1.8
> COc1ccc(CN2CCN(Cc3csc(C(C)=O)c3)CC2CCO)c(C)c1C (centres undefined)
 : 2, -8, 3.3
> O=C(NCc1cccs1)[C@@H]1CCCN1S(=O)(=O)c1ccccc1F
 : -1, 5, -2.1
> CNC(=O)C1CC(=O)N(CCc2ccccc2)C(=Nc2ccc(OC)cc2)S1 (centres undefined)
 : 21, -19, -1.7
> COc1ccc(CCNC(=O)COC(=O)C23CC4CC(CC(C4)C2)C3)cc1
 : 0, -20, -1.1
> Cc1noc(NS(=O)(=O)c2ccc(N/C=C\C(=O)c3cccs3)cc2)c1C
 : -3, 11, 1.1
> CC(C)NC(=O)N1[C@H](C#N)[C@H](c2ccc(C#CC3CCCC3)cc2)[C@@H]1CO
 : -8, -41, 3.2
> CN(C)C(=O)c1coc2nc3ccccc3nc12
 : -2, 5, -0.3
> CCC(c1nc2ccccc2[nH]1)n1c(-c2cnccn2)nc2ccccc21 (centres undefined)
 : 7, 7, 4.1
> ONC(=Nc1ccccc1Cl)c1c(F)cccc1F
 : 4, 2, 0.0
> CCCCNC(=O)C1c2ccccc2OCC(=O)N1CCc1ccccc1 (centres undefined)
 : -5, 8, 0.7
> CCOC(=O)/C=C/C(=O)OCC(=O)Nc1cccc(Br)c1
 : 2, -37, -2.7
> CCCCCc1c(-c2ccc(Br)cc2)ncn1CCc1ccccc1OC
 : -4, 8, 0.6
> COc1ccc(CN(C)CC(=O)Nc2ccccc2-c2ccccc2)c(OC)c1
 : -11, -24, -1.5
> COc1ccc(N2C(=O)C(Cc3ccccc3)NC2=S)cc1 (centres undefined)
 : 8, -2, 1.2
> Cc1ccc(C(=O)N2CCCC(c3ccccc3)=N2)cc1
 : -4, 14, 2.5
> CCOC(=O)c1c(NC(=O)CN2C(=O)C(=O)N(CC(C)C)C2=O)sc(C)c1CC
 : -4, -13, 1.8
> CN1CCN(Cc2ccc(Sc3ccc(Cl)cc3)c([N+](=O)[O-])c2)CC1
 : 0, 1, -1.7
> COc1ccccc1CC(NC(C)=O)C(=O)NC1CCN(C(=O)c2ccc([N+](=O)[O-])cc2)CC1 (centres undefined)
 : -5, -7, 2.3
> Cc1cc(NCCN2CCOCC2)c2ccc3ccccc3c2n1
 : 12, 4, 4.7
> O=C(NCCc1ccccn1)C1CCN(S(=O)(=O)c2ccc3ccccc3c2)CC1
 : -13, -1, -1.4
> CCn1cnc2cc(NCc3ccc(Br)cc3)ccc21
 : 11, -6, 0.3
> CC/C(=N/OC(=O)c1cccc(C)c1)C(=O)c1cccs1
 : 11, 21, 0.3
> O=C(O)c1cccc2c1-c1ccc(Cl)cc1C2=O
 : 4, 5, -1.3
> CC(C)C[C@@H]1COc2cccc(N3CCSCC3)c2S(=O)(=O)N1
 : 8, -14, -0.3
> CN(CC(=O)Nc1cccc(F)c1)C(=O)c1ccc(N2CCCCCC2)c([N+](=O)[O-])c1
 : -6, -31, -2.6
> CCOC(=O)[C@]12CCCC=C1N(Cc1ccc(Cl)cc1Cl)C(=O)[C@H](CC(=O)NCC13CC4CC(CC(C4)C1)C3)C2
 : -2, -15, -1.1
> C/C(=N/NC(=S)Nc1ccccc1)c1ccc2c(c1)OCO2
 : -14, 10, 2.8
> CC(NCc1ccc(S(N)(=O)=O)cc1)C(=O)N1CCc2ccccc21 (centres undefined)
 : 5, 3, 1.1
> CCCCNC(=O)C[C@@H]1C[C@@]2(C(=O)OC)CCCCC=C2N(CCC2=CCCCC2)C1=O
 : 7, -17, -0.1

The last 3 entries of the part above open the next one.
Screens in order: FN deposit inh, GSIS activator, CFTR F508del cor
> C/C(=N/NC(=S)Nc1ccccc1)c1ccc2c(c1)OCO2
 : -14, 10, 2.8
> CC(NCc1ccc(S(N)(=O)=O)cc1)C(=O)N1CCc2ccccc21 (centres undefined)
 : 5, 3, 1.1
> CCCCNC(=O)C[C@@H]1C[C@@]2(C(=O)OC)CCCCC=C2N(CCC2=CCCCC2)C1=O
 : 7, -17, -0.1
> COc1ccc(/C=C(\C#N)C(=O)Nc2ccc3[nH]c(=O)[nH]c3c2)cc1
 : 5, 23, 0.7
> NC(=O)Cn1cnc2c(nnn2-c2ccc(F)cc2)c1=O
 : 1, 8, 2.3
> NS(=O)(=O)c1ccc(N2CCN(C(=O)C3COc4ccccc4O3)CC2)nc1 (centres undefined)
 : -3, 13, 6.8
> CCOC(=O)C1=C(C)N(CCCC(=O)O)C(=O)NC1c1ccccc1Cl (centres undefined)
 : 0, 20, -1.3
> CCOC(=O)NC(=O)COC(=O)CNC(=O)c1ccc(OCC)c(OCC)c1
 : 7, 46*, 2.4
> Cc1ccn2c(NC3CCCCC3)c(-c3ccc(SC4CCCCC4)cc3)nc2c1
 : -1, -12, 2.6
> O=C(c1cnc2ccccc2n1)N1CCN(c2ccc(C(F)(F)F)cn2)CC1
 : -3, -1, -1.3
> Cc1cc(S(=O)(=O)Cc2noc(-c3c(C)noc3C)n2)c(C)cc1Cl
 : -2, -2, -2.1
> COc1cc2c(cc1OC)CN(C(=O)c1ccco1)CC2
 : -4, 9, 2.9
> Cc1cccc(C)c1NC(=O)C1(C)CN(S(C)(=O)=O)CC(=O)N1Cc1cccc(F)c1 (centres undefined)
 : 7, 8, 1.1
> Cc1ccc(N(CCCCN2C(=O)c3ccccc3C2=O)C(=O)c2ccc(Cl)s2)cc1
 : 3, -5, 1.3
> CCC(Oc1ccccc1)C(=O)O/N=C(\N)c1ccc(OC)c(OC)c1 (centres undefined)
 : -9, 11, 4.1
> Cc1nc2c(=O)[nH]c(=S)n(C)c2nc1C
 : 16, 8, 0.1
> Cc1ccccc1NC(=O)c1ccccc1NC(=O)Cc1cccc2ccccc12
 : 1, 11, -0.5
> CCOC(=O)[C@]12CCC=C1N(Cc1ccco1)C(=O)[C@H](CC(=O)N1CCN(C(=O)C3CC3)CC1)C2
 : 0, 14, 0.6
> CCCCOc1ccc(CONS(=O)(=O)c2ccc(NC(C)=O)cc2)cc1Cl
 : 2, -13, 1.8
> CS(=O)(=O)c1ccc2nc(NC(=O)CCNC(=O)c3ccc(Cl)cc3)sc2c1
 : 5, 6, 0.9

Shown as a hit in CFTR F508del cor, of those listed so far:
compound	GSIS activator	CFTR F508del cor
COc1nc(-c2ccccc2)cc(-c2ccc3c(c2)OCO3)c1C#N	-5	17*

Assay outcomes (PubChem)
